EPAC2 ag – EPAC2 (human) agonism | actives 0.079% (n = 360,000) | AID 720711 | Q8WZA2 | EPAC2 activation, biochemical qHTS; response scale: 100% = 6.5 mM cAMP response | Potency, µM (highest dose often 154 µM), for inactives: top-dose activation, actives largely listed as activators; further: potency means the concentration at half of the fitted maximal effect; nearly all actives have a fitted effect of over 50% in size
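In this primary screen, activation is scored as increased exchange of BODIPY-GDP from Rap1B by 100 nM EPAC2, with 50 uM GDP as competitor. Signal is normalized to the 6.5 mM cAMP agonist control.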
MmCpn inh – inhibitors of Methanococcus maripaludis chaperonin (MmCpn). purified Mm-Cpn ATPase, ADP Transcreener TR-FRET. Potency, µM (highest dose often 76.9 µM), for the others: top-dose activity, negative = inhibition, usual class: inhibitors. actives 0.031% (n = 330,000). AID 504842; further: potency means the concentration at half of the fitted maximal effect; on the % scale 0 is the no-effect control and ±100 the full control effect; nearly all actives have a fitted effect of over 80% in size
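Eu-cryptate anti-ADP/ADP-d2 competition gives a ratio inversely related to ADP. Enzyme at 25 nM was pre-exposed to compound for 10 min, then given 10 uM ATP for 30 min, 37°C throughout.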
D3 antag – D3 dopamine receptor (human) antagonism; P35462; D3R cells, DiscoveRx beta-arrestin luminescence, antagonist mode; stronger effect = lower value; max response, negative = inhibition, %; actives 2.5% (n = 360,000); AID 652054; in the data active means max response below about -50%; inconclusive means no clear call, values can overlap the other calls; further: on the % scale 0 is the no-effect control and ±100 the full control effect; mostly tested at two doses, the higher about 12 µM
Target sequence (P35462 whole entry, looked up): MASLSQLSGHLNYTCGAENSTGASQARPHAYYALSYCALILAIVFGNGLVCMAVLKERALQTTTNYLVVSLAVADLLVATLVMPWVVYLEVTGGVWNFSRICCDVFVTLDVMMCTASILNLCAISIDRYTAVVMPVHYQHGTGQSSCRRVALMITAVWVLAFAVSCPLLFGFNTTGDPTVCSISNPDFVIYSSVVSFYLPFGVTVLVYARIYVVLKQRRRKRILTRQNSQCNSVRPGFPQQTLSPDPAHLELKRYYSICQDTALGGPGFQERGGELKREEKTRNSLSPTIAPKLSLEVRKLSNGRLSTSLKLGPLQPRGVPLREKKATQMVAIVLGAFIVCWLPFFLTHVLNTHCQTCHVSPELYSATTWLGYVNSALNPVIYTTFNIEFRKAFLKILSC
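Cells expressing the human receptor were seeded at 1500 cells/well, incubated overnight at 37 degrees C in 5% CO2, then exposed to library compounds with dopamine controls for 90 minutes at 37 degrees C before luminescent detection.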
D3 ag – D3 dopamine receptor (human) agonism. P35462. D3R DiscoveRx beta-arrestin cells, luminescence, 90 min. max activation, %. actives 0.58% (n = 410,000). AID 652048; in the data active means max activation above about 30%; further: 0% is about no effect; mostly tested at two doses, the higher about 12 µM
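Agonist mode: compounds and dopamine controls were applied to plated cells for 90 min at 37 degrees C after an overnight attachment at 1500 cells/well. Luminescent read-out followed 30 - 60 minutes at room temperature with DiscoveRx detection reagent.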
PTHR1 ag – activates the human parathyroid hormone receptor PTHR1 | Q03431 | Potency, µM (top dose mostly 115 µM), without a hit: top-dose activation, hits mostly activators | HEK293 GP2 PTHR1 cells, GloSensor cAMP luminescence, 1 h | actives 0.075% (n = 410,000); further: potency means the concentration at half of the fitted maximal effect; nearly all actives have a fitted effect of over 55% in size; some results filed as inactive show a strong effect at the top dose; inactives centre near -15; many of its hits are not listed in these tables
Target sequence (Q03431 whole entry, looked up): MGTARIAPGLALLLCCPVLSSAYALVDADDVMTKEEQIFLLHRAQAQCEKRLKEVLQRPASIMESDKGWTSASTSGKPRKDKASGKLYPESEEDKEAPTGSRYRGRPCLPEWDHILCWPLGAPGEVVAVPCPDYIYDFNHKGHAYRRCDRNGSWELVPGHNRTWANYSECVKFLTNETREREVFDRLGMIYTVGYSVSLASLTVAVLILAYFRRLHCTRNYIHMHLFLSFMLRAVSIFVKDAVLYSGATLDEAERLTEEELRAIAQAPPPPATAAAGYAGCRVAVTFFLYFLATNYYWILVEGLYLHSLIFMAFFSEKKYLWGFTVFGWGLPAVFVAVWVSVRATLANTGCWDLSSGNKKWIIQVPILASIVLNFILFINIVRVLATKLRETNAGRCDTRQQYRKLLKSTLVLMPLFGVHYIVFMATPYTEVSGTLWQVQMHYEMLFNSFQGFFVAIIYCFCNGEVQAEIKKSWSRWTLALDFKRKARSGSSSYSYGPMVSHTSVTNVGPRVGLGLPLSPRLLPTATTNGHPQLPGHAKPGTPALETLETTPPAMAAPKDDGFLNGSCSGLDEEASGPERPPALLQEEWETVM
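HEK-293-derived GP2 cells expressing PTHR1 and a GloSensor cAMP reporter, 3,000/well, plated overnight, given luciferin plus IBMX (each 0.5 mM as added) for 1 h at 37 °C, then compound for 1 h at 37 °C. Luminescence was read after 15 min at room temperature.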
Akt phos inh – blocks phosphorylation of Akt; Neuro2A IGF-stimulated pAkt S473 HTRF, 20 min; stronger effect = lower value; activity change, % for hits at 50 µM; actives 0.32% (n = 360,000); in the data active means activity change below about -80%; inconclusive means mostly about -51% to -80%; further: on the % scale 0 is the no-effect control and ±100 the full control effect
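Neuro2A cells (4,500/well, DMEM with 0.5% FBS) were treated with compound at a single 50 µM final concentration, stimulated with 6 nM IGF for 20 min at 37 °C, and lysed. Phospho-Akt Ser473 was read by HTRF as 665/615 ratio ×10^4.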
CCT modulator – modulators of cytosolic chaperonin (CCT/TRiC) activity. purified chaperonin ATPase assay, HTRF ADP detection, 30 min. activity change, % (concentration not given with the values), hits read low. actives 0.3% (n = 360,000). AID 651819; in the data active means activity change below about -30%; further: on the % scale 0 is the no-effect control and ±100 the full control effect
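Nucleotide hydrolysis assay: TRiC at 20–40 nM final (set by batch activity) with 10 uM ATP, 30 min at 37 °C, in presence of 76 uM compound. Detection by competitive ADP HTRF, 30 min ambient.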
EPAC2 antag – blocks human EPAC2 exchange factor; Q8WZA2; AID 720708; Potency, µM (titrated, usually from 114 µM), for the others: at the top dose activity, negative = inhibition, most hits filed as inhibitors; EPAC2 GEF exchange of Rap1B-BODIPY-GDP, fluorescence; actives 0.18% (n = 360,000); further: potency means the concentration at half of the fitted maximal effect; on the % scale 0 is the no-effect control and ±100 the full control effect; nearly all actives have a fitted effect of over 45% in size; many of its hits are not listed in these tables
* = called active by the depositor; i = inactive; ? = inconclusive; nt = no result given; [ ] = remark or other dose. Unless noted, the call rests on the fitted dose curve; in most records, active means well fitted curve in the direction sought with a large enough effect; inconclusive means small, poorly fitted or top-dose-only effect, or another doubt; inactive means no such curve, though single readings can be large; an effect the other way counts as inactive or inconclusive. An excerpt; the hit share may differ from the screen's.

SMILES | EPAC2 ag | MmCpn inh | D3 antag | D3 ag | PTHR1 ag | Akt phos inh | CCT modulator | EPAC2 antag
O=C(CCc1ccccc1)NNC(=O)c1ccc(Br)cc1 | 6% | 0% | 5 | -6 | -8% | i | -1.3 | 2%
C[C@@H]1CN([C@H](C)CO)C(=O)CCCn2cc(nn2)CO[C@H]1CN(C)C(=O)c1cc(-c2ccccc2)on1 | 8% | nt | 13 | -6 | 7% | i | -2.9 | -9%
CC(C)(C)OC(=O)CNC(=O)c1nc[nH]c1C(=O)N1CCN(c2ccccc2)CC1 | 0% | -1% | -7 | 3 | i | i | -3.9 | 14%
O=C(NC1CCCC1)c1cnn2c(C(F)(F)F)cc(-c3ccco3)nc12 | 6% | -3% | 50 | -3 | -6% | i | -1.9 | -3%
CC(O)C(NS(=O)(=O)c1ccc2ccccc2c1)C(=O)OCC(=O)Nc1ccccc1OC(F)F (stereo not drawn) | 12% | nt | -12 | -12 | -6% | i | -11 | -3%
Cc1cc(C)c(C)c(S(=O)(=O)N2CCN(CC(=O)Nc3sccc3C#N)CC2)c1C | 3% | ? | 6 | -4 | -9% | i | 3.2 | 1%
CCOC(=O)c1ccc2c(c1)nc(SCC(=O)c1cc3ccccc3o1)n2CC | -4% | -9% | 17 | 6 | -3%[57.5 µM] | i | 0.9 | 6%
O=C(CSc1ccccn1)Nc1ccc(NC(=O)CSc2ccccn2)cc1 | 10% | -4% | 5 | 5 | i | i | -3.1 | 5%
Cc1ccc(N2CC(C(=O)NCc3ccc4c(c3)OCO4)CC2=O)cc1C (stereo not drawn) | 2% | 1% | -3 | 5 | i | i | 0.7 | -5%
COC(c1ccccc1)c1nnc(CCC(=O)N2CCN(C3CCCC3)CC2)o1 (stereo not drawn) | -3% | 0% | -2 | -2 | -18% | i | -2.4 | -2%
N#Cc1c(Cl)nsc1NC(=O)c1ccccc1 | -3% | -6% | 24 | 6 | -29% | i | -0.6 | -9%
Cc1ccc(C(=O)COC(=O)c2ccc3c(c2)C(=O)N(c2cccc4ncccc24)C3=O)cc1C | 10% | 3% | 19 | 1 | -16%[57.5 µM] | i | -2.9 | -1%
COc1ccc(C2CC(C)(c3ccc(OC)cc3)Nc3ccccc3N2)cc1 (stereo not drawn) | 2% | -1% | 15 | 1 | -20% | i | 1.5 | -17%
CCNC(=O)c1c(O)c2ccccc2[nH]c1=O | 1% | 1% | -3 | -9 | -3%[57.5 µM] | i | -3.4 | 10%
O=S(=O)(Nc1cccnc1)c1cccnc1 | 8% | nt | -16 | -8 | 20% | i | -0.4 | 0%
Cc1nnc(NCCN2CCOCC2)[nH]c1=O | 14% | 3% | -20 | -17 | -17% | i | -0.4 | -3%
Cc1sc2ncn(CC(=O)N3CCC(C(N)=O)CC3)c(=O)c2c1S(=O)(=O)N1CC(C)CC(C)C1 (stereo not drawn) | 8% | 2% | -1 | 0 | -15% | i | -0.4 | 3%
COC1=CC(=O)OC(c2cccc([N+](=O)[O-])c2)C1 (stereo not drawn) | 9% | nt | 3 | -1 | 0% | i | nt | -1%
Oc1ccc(/C=N/Nc2nccnc2Cl)cc1 | 18% | 6% | ? | -7 | -7% | i | -3.3 | -3%
CCCn1c(SCC(=O)N2CCN(C(C)=O)CC2)nc2sc3c(c2c1=O)CCC3 | 11% | 1% | -8 | -5 | -4% | i | -3.4 | -1%
COc1ccc(-c2ccc3c(c2)O[C@H](CN(C)C(=O)Nc2ccccc2F)[C@@H](C)CN([C@H](C)CO)S3(=O)=O)cc1 | 10% | nt | -7 | -8 | -21% | i | -1.4 | -2%
Cc1nonc1NC(=O)CSc1nnc(-c2ccoc2C)n1C | 1% | -2% | -13 | 4 | i | i | 4.8 | -1%
OCCCNc1ncnc2c1ncn2[C@H]1CN(C2CCCC2)C[C@@H](CO)O1 | -3% | nt | -2 | -4 | -25% | i | -0.2 | -3%
O=C(NC1CCS(=O)(=O)C1)/C(=C\c1ccc(F)cc1)NC(=O)c1ccccc1 (stereo not drawn) | 4% | 0% | -6 | 4 | -12% | i | -4.8 | -3%
CCCS(=O)(=O)NC(=O)C1(C)CCN(C(=O)c2sccc2C)C1 (stereo not drawn) | 11% | nt | 19 | 2 | -12% | nt | 0.6 | -26%
Cc1nc2ccsc2c(=O)n1-c1ccc(Cl)cc1 | 4% | -1% | -16 | -9 | i | i | 1.7 | 19%
COC(=O)CCC(=O)c1oc2ccccc2c1NC(=O)CCCN1C(=O)c2ccccc2C1=O | -5% | -4% | 16 | -7 | 0%[57.5 µM] | i | 0.9 | 8%
CCOc1ccc(-c2ncncc2-c2ccccc2OC)c(O)c1 | 10% | 2% | 44 | 2 | -31%[inhibitor] | i | 2.3 | -9%
O=[N+]([O-])c1cccc(/C([O-])=C(/C(=S)Nc2cccc3ccccc23)[n+]2ccccc2)c1 | 2% | 2% | -24 | 6 | i | i | -25 | -5%
COCCn1ccc2c(OCC(=O)Nc3ccccc3OC)cccc2c1=O | 21% | 0% | 3 | -7 | -8% | i | 0.3 | -6%

Another view of some results above.
Cc1nc2ccsc2c(=O)n1-c1ccc(Cl)cc1
- EPAC2 ag: 4%
- MmCpn inh: -1%
- D3 antag: -16
- D3 ag: -9
- PTHR1 ag: i
- Akt phos inh: i
- CCT modulator: 1.7
- EPAC2 antag: 19%
COC(=O)CCC(=O)c1oc2ccccc2c1NC(=O)CCCN1C(=O)c2ccccc2C1=O
- EPAC2 ag: -5%
- MmCpn inh: -4%
- D3 antag: 16
- D3 ag: -7
- PTHR1 ag: 0%[57.5 µM]
- Akt phos inh: i
- CCT modulator: 0.9
- EPAC2 antag: 8%
CCOc1ccc(-c2ncncc2-c2ccccc2OC)c(O)c1
- EPAC2 ag: 10%
- MmCpn inh: 2%
- D3 antag: 44
- D3 ag: 2
- PTHR1 ag: -31%[inhibitor]
- Akt phos inh: i
- CCT modulator: 2.3
- EPAC2 antag: -9%
O=[N+]([O-])c1cccc(/C([O-])=C(/C(=S)Nc2cccc3ccccc23)[n+]2ccccc2)c1
- EPAC2 ag: 2%
- MmCpn inh: 2%
- D3 antag: -24
- D3 ag: 6
- PTHR1 ag: i
- Akt phos inh: i
- CCT modulator: -25
- EPAC2 antag: -5%

Next part:
SMILES | EPAC2 ag | MmCpn inh | D3 antag | D3 ag | PTHR1 ag | Akt phos inh | CCT modulator | EPAC2 antag
Nc1ccc(-n2nnnc2CN2CCOCC2)cc1 | 1% | 0% | 10 | 3 | i | i | 1.0 | 6%
Cc1ccc(N2C3=C(C(=O)CC(C)(C)C3)C(c3cn(C)nc3C)C3=C2CC(C)(C)CC3=O)cc1 | -8% | nt | 2 | -6 | -26% | i | -0.1 | 2%
O=S(=O)(c1ccccc1)N1CCN=C1SCc1cccc(Cl)c1 | 11% | ? | -10 | 1 | -3% | i | -3.5 | -3%
CC(C)c1ccc(NC(=O)COc2nnc(-c3cccs3)c(-c3cccs3)n2)cc1 | 0% | -1% | -21 | 2 | i | i | 1.7 | -2%
Cc1ccc(NC(=O)c2cc(-c3cc(C)c(C)cc3O)n[nH]2)cc1C | 9% | 0% | -1 | 3 | i | i | -2.1 | 4%
CC(C)(C)c1cc(OC(=O)C2CCCC2)ccc1O | 6% | 2% | 17 | 1 | i | i | -5.6 | ?
COC(=O)c1ccc(COc2c(F)c(F)cc(F)c2F)o1 | -4% | 1% | 11 | 2 | -78%[inhibitor] | i | 0.0 | -24%
O=c1[nH]c2ccccc2nc1-c1ccc(Cl)cc1 | 5% | -14% | -17 | -9 | i | i | -4.1 | 0%
Cc1ccc(S(=O)(=O)N2CCC(C(=O)OCC(=O)N(CCC#N)c3ccc(F)cc3)CC2)cc1C | 6% | 1% | -9 | -14 | i | i | -1.2 | -2%
COc1ccc(N2C(=O)c3cccc4cccc(c34)C2=O)nn1 | 12% | -2% | 20 | 1 | i | i | -2.5 | -2%
O=C1CCCC/C1=C/Nc1ccc2c(c1)OCO2 | 10% | ? | 7 | -3 | -23%[57.5 µM] | i | -3.3 | 0%[57.1 µM]
CC1(C)CC(NC(=O)c2cc(COc3cccc(C(F)(F)F)c3)on2)CCO1 (stereo not drawn) | 12% | 1% | -3 | -1 | -46%[inhibitor] | nt | -19 | -5%
O=S(=O)(c1ccc(N2CCOCC2)nc1)N1CCOCC1 | 5% | 1% | 8 | 2 | i | ? | -4.3 | 2%
CCOc1ccc(NS(=O)(=O)c2ccc(C(=O)NCC(c3ccco3)N3CCCCC3)cc2)cc1 (stereo not drawn) | 5% | nt | 2 | -3 | i | i | -0.8 | -14%
O=C(Nc1nnc(SCc2ccccc2)s1)c1cc2c(s1)CCCC2 | -11% | 0% | 39 | 2 | -1%[57.5 µM] | ? | -61* | 2%[57.1 µM]
O=C(Nc1nccs1)c1cnccn1 | 2% | 1% | -23 | -8 | i | i | 2.1 | 6%
CCC(=O)N(C)C[C@@H]1Oc2ncc(Br)cc2C(=O)N([C@@H](C)CO)C[C@H]1C | 12% | nt | -18 | 1 | i | i | -2.2 | 9%
CC(C)[C@H](NS(=O)(=O)c1ccc2c(c1)OCCO2)C(=O)OCC(=O)Nc1cccc(Cl)c1Cl | -2% | 0% | 11 | -1 | -10% | i | -6.0 | -14%
NCC(O)CN(c1ccccc1)c1ccccc1 (stereo not drawn) | 1% | 0% | 1 | 14 | i | i | -4.3 | 8%
COc1ccc(NC(=O)Nc2ccc3c(c2)C(=O)N([C@H](C)CO)C[C@H](C)[C@@H](CN(C)C(=O)Nc2ccccc2)O3)cc1 | 11% | 0% | -15 | -18 | -9% | i | -1.3 | -3%
CCC(C)NS(=O)(=O)c1cc2c3c(c1)CCN3C(=O)CC2 (stereo not drawn) | 12% | -2% | 4 | 8 | i | i | 1.3 | 2%
CCOC(=O)c1sc(NC(=O)CCc2ccc(OC)cc2)nc1C | 10% | 0% | -6 | 0 | -24% | i | -0.9 | 4%
COc1ccc(NCc2nnc(SCC(=O)NCc3ccccc3)n2-c2ccccc2OC)cc1 | -6% | 0% | -10 | 1 | -24%[57.5 µM] | i | -0.4 | -3%
CCc1nc2cc(NC(=O)C3(C)CCCN(C(C)C)C3)ccc2o1 (stereo not drawn) | 1% | nt | ? | -4 | -20% | i | -1.3 | 12%
Cc1ccsc1/C=N/N=C1\C(=O)Nc2ccccc21 | -7% | 1% | 31 | -4 | -3% | i | -5.3 | -2%
COc1ccc(C(C)(O)c2nc(-c3cccs3)cs2)cc1 (stereo not drawn) | -4% | nt | 21 | 3 | i | i | 0.1 | ?
